USP2a inh: inhibitors of human ubiquitin-specific protease USP2a; O75604; USP2 core, Ub-CHOP2 coupled fluorogenic reporter, 485/531; Potency, µM (titrated, usually from 38.3 µM), for the others: top-dose activity change, negative = inhibition, actives largely listed as inhibitors; actives 0.01% (n = 330,000); AID 463254;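 also: potency is read from the fitted curve at half-maximal effect; plate controls were DMSO wells for no effect and full inhibition by NEM control for full effect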
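Deubiquitinase activity read as fluorescence (485/531 nm) after Ub-CHOP2 cleavage activates the enterokinase reporter on its substrate; USP2 core 10nM, Ub-CHOP2 and substrate 25nM each, 30min compound preincubation then 60min RT; data normalized to NEM, curves fitted.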
KCNH2 3.1 block: inhibitors of human KCNH2 3.1 potassium channel isoform; activity change, % (tested at about 1.8 µM); actives 0.95% (n = 340,000); U2OS KCNH2 3.1, thallium flux FluxOr; active compounds read low; AID 720553;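 active = maximum activity change below -70%; inconclusive = maximum activity change from -70% to -50%; inactive = maximum activity change above -50%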;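 also: thallium influx rate constant from kinetic fluorescence after stimulation buffer; % is scaled to controls: 0 for no effect and ±100 for the full control effect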
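Thallium flux read-out: FluxOr dye with Red40 quencher in HBSS/HEPES, 45 min at RT. Rate constants from kinetic reads were normalized to positive and negative DMSO controls. Cells: U2OS virally expressing the 3.1 isoform.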
hERG WT inh: blocks the wildtype human KCNH2 potassium channel. activity change, % at 1.84 µM. U2OS, BacMam KCNH2, thallium flux FluxOr; active compounds read low. actives 0.37% (n = 340,000);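 active = maximum activity change below -70%; inconclusive = maximum activity change between -70% and -50%; inactive = maximum activity change above -50%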; also: % is scaled to controls: 0 for no effect and ±100 for the full control effect
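U2OS cells transduced with wild-type KCNH2 virus are loaded with FluxOr dye for 45 min, and thallium flux is measured in kinetic reads before and after stimulation buffer. Rate constants are normalized to DMSO controls.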
TSHR antagonist: antagonists of human thyroid stimulating hormone receptor; TSHR-expressing cells, TSH-stimulated cAMP HTRF, 2 h; active compounds read low; P16473; AID 504810; actives 0.2% (n = 330,000); activity change, negative = inhibition, % at 11.5 µM;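 active = activity change below a set negative limit, meaning inhibition stronger than a set level, cut at about -70% in these data; inconclusive = activity change between two set negative limits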; also: % is scaled to controls: 0 for no effect and ±100 for the full control effect
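Read-out is FRET at 665 nm (cryptate excitation 337 nm) from a cryptate-tagged anti-cAMP antibody, competed by cell cAMP against cAMP-d2. Compounds are tested on freshly harvested TSHR cells challenged with 4nM TSH (EC80) for 2 hours at 37 deg C.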
ELG1 DNA repair: blocks ELG1-dependent DNA repair in HEK293T cells; HEK293T ELG1-luciferase reporter, luminescence, 16 h; DNA damage induced by 5-fluorouridine; AID 504467; actives 2.3% (n = 330,000); Potency, µM (series often up to 46.1 µM), for inactives: top-dose activity change, negative = inhibition, actives largely listed as inhibitors; also: potency is read from the fitted curve at half-maximal effect; % is scaled to controls: 0 for no effect and ±100 for the full control effect; nearly all actives have a fitted effect of over 55% in size
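Reporter activity after DNA damage by 5-fluorouridine is monitored. Compound-treated cells incubate 16 hr at 37 °C, then ONE-Glo is added for 30 min before luminescence reading.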
AT treatment: potential ataxia-telangiectasia treatments restoring KAP-1 phosphorylation; Potency, µM (series often up to 57.5 µM), inactives show at the top dose activation, actives largely listed as activators; actives 0.19% (n = 320,000); […] A-T fibroblasts, KAP-1 phosphorylation AlphaLISA; neocarzinostatin DNA damage 30 min before lysis; also: potency is read from the fitted curve at half-maximal effect; % of control where 0% means no effect; nearly all actives have a fitted effect of over 45% in size
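ATM-like activity read as KAP-1 phosphorylation via AlphaLISA donor/acceptor antibody pairs after lysis and 6 hr at 25C. Cells were ATM-null patient fibroblasts ([…], hTERT), dosed 60 min, then exposed to the DSB inducer NCS for 30 min.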
TCR act: activators of T cell receptors | AID 504894 | Potency, µM (titrated, usually from 9.22 µM), for inactives: top-dose activation of IL-2 secretion, usual class: activators | primary human leukocytes, anti-CD3, IL-2 HTRF, 48 h | 330,000 tested, under 10 active; also: % of control where 0% means no effect
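Primary human leukocytes were stimulated with a-CD3 beads plus compounds for 48 hr without co-stimulation; secreted IL-2 was quantified by HTRF using a-IL-2-K (europium cryptate) and a-IL-2-d2, excited at 320nm with acceptor emission read at 665nm.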
Mito fusion yeast: mitochondrial division inhibition or fusion activation. Potency, µM (series often up to 46.1 µM), for the others: top-dose growth rescue (activation), actives largely listed as activators. actives 0.23% (n = 320,000). AID 485298. S. cerevisiae fusion-defective mutant growth rescue, CellTiterGlo 48 h;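 also: potency is read from the fitted curve at half-maximal effect; % of control where 0% means no effect; nearly all actives have a fitted effect of over 45% in size; temperature-sensitive fusion mutants such as fzo1-1 at 37 °C on non-fermentable ethanol glycerol medium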
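Compounds are tested for their ability to restore growth of mitochondrial fusion-defective yeast strains at non-permissive 37C in YPEG medium over 48 hours. Viability is quantified by luciferase luminescence.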
Eya2 phos inh: Eya2 (human) phosphatase inhibition; recombinant Eya2, OMFP fluorescence dephosphorylation (OMFP is methylfluorescein phosphate); actives 0.006% (n = 330,000); Potency, µM (titrated, usually from 76.9 µM), without a hit: top-dose activity, negative = inhibition, actives largely listed as inhibitors; O00167; AID 488837; also: potency is read from the fitted curve at half-maximal effect; % is scaled to controls: 0 for no effect and ±100 for the full control effect
Target sequence (O00167 whole entry, looked up): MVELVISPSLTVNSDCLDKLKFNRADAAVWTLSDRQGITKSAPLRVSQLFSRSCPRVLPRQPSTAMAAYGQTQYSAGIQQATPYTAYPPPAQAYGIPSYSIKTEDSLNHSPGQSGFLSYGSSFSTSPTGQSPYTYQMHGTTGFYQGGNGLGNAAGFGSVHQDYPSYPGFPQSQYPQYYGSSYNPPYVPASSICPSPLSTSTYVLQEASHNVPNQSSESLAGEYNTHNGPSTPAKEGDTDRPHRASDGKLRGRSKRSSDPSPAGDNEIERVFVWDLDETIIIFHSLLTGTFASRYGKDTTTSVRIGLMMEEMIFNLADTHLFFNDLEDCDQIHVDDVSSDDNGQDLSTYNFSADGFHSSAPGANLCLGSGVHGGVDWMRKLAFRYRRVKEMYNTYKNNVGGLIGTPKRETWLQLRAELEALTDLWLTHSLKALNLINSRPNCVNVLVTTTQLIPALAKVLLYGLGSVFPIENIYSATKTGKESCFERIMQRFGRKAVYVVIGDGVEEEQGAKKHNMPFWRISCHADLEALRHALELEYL
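Eya2 protein (added as 0.2 uM solution) was preincubated with compound for 10 min at ambient temperature in 50 mM HEPES pH 7.5, 50 mM NaCl, 5 uM MgCl2, 0.05% BSA, 1 mM DTT. OMFP (added at 50 uM) then reacted 10 min; fluorescence read at 485/525 nm.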
TRPV1 ag: agonists of human vanilloid receptor 1 (TRPV1). Q8NER1. TRPV1-expressing cells, Fluo-8 calcium influx, agonist mode. activation, % at 8.33 µM. actives 0.19% (n = 320,000). AID 540275; in the data active = activation above about 80%; inconclusive = between about 30% and that limit; also: 0% is about no effect
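TRPV1-expressing cells were cultured overnight at 35.5C and loaded with Fluo-8 calcium dye for 40 to 90 min at room temperature. After a 10 s baseline, compound was added and calcium influx was read kinetically for 3 min (ex 480/em 520 nm).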
Numbers without * were called inactive; [ ] = another dose, or the depositor's remark. Unless noted, calls follow the shape of the dose curve; as a rule, active = well fitted curve in the direction sought with a large enough effect; inconclusive = small, poorly fitted or top-dose-only effect, or another doubt; inactive = no such curve, though single readings can be large; an effect the other way counts as inactive or inconclusive.

For COC(=O)C1C(c2ccccc2)C=CC(c2ccccc2)C1C(=O)O (centres undefined) the results were USP2a inh 2%, KCNH2 3.1 block -5, hERG WT inh -2, TSHR antagonist -1, ELG1 DNA repair 0%, AT treatment -12%, TCR act 3%, Mito fusion yeast 3%, Eya2 phos inh 5% and TRPV1 ag 0.
For O=C(NCCC(=O)N1CCN(Cc2c(F)cccc2Cl)CC1)c1ccc(Cl)cc1 the results were USP2a inh -2%, KCNH2 3.1 block -11, hERG WT inh -7, TSHR antagonist 2, ELG1 DNA repair -25%, AT treatment -3%, TCR act -3%, Mito fusion yeast 3%, Eya2 phos inh 4% and TRPV1 ag 18.
`CN(Cc1ccccc1)C(=O)c1ccccc1NC(=O)C1=CSCCO1` gave USP2a inh 1%, KCNH2 3.1 block 3, hERG WT inh -5, TSHR antagonist 10, ELG1 DNA repair 0%, AT treatment 3%, TCR act 6%, Mito fusion yeast -3%, Eya2 phos inh 5% and TRPV1 ag 2.
Screening Cc1ccc(Oc2ccc(C(F)(F)F)cc2[N+](=O)[O-])c([N+](=O)[O-])n1 returned USP2a inh 1%, KCNH2 3.1 block 2, hERG WT inh -8, TSHR antagonist -4, ELG1 DNA repair inconclusive, AT treatment 2%, TCR act 1%, Mito fusion yeast -5%, Eya2 phos inh 4% and TRPV1 ag 1.
`NC(N)=NS(=O)(=O)c1ccc(NC(=S)NC(=O)/C=C/c2ccco2)cc1` gave USP2a inh 2%, KCNH2 3.1 block 11, hERG WT inh 0, TSHR antagonist 5, ELG1 DNA repair 5%, AT treatment -1%, TCR act 1%[46.1 µM], Mito fusion yeast -12%, Eya2 phos inh 5% and TRPV1 ag 2.
COc1cccc2cc(C(=O)N3CCN(c4ccccc4F)CC3)c(=O)oc12 was read as USP2a inh -4%, KCNH2 3.1 block -4, hERG WT inh 5, TSHR antagonist 10, ELG1 DNA repair 12%, TCR act 2%, Mito fusion yeast 4%, Eya2 phos inh 1% and TRPV1 ag 21.
COc1ccc(C(=O)Nc2ccc(S(=O)(=O)N3CCN(C)CC3)cc2)cc1[N+](=O)[O-] was read as USP2a inh 0%, KCNH2 3.1 block 10, hERG WT inh -2, TSHR antagonist -19, ELG1 DNA repair -3%, AT treatment -3%, TCR act -8%, Mito fusion yeast 1%, Eya2 phos inh -12% and TRPV1 ag -1.
`CC1CN(S(=O)(=O)c2cccc(C(=O)NCc3ccc4c(c3)OCO4)c2)CC(C)O1` (centres undefined) gave USP2a inh -1%, KCNH2 3.1 block 6, hERG WT inh 11, TSHR antagonist -13, ELG1 DNA repair inconclusive, AT treatment -2%, TCR act 16%, Mito fusion yeast 4%, Eya2 phos inh 0% and TRPV1 ag 9.
CCOc1ccc(NC(=O)C(=O)NCCN2CCN(S(=O)(=O)c3ccccc3)CC2)cc1 was read as USP2a inh -1%, KCNH2 3.1 block -11, hERG WT inh 14, TSHR antagonist 13, ELG1 DNA repair 0%, AT treatment -4%, TCR act 0%, Mito fusion yeast 5%, Eya2 phos inh 1% and TRPV1 ag 2.
Cc1ccc(NC(=O)c2cc(=O)[nH]c3ccc(S(=O)(=O)N4CCOCC4)cc23)cc1 was read as USP2a inh 1%, KCNH2 3.1 block -1, hERG WT inh 23, TSHR antagonist -6, ELG1 DNA repair 15%, AT treatment -1%, Mito fusion yeast -6%, Eya2 phos inh inconclusive and TRPV1 ag 0.
For CCOCCCNC(=O)c1ccc(C2SCC(=O)N2Cc2ccccc2)cc1 (centres undefined) the results were USP2a inh 4%, KCNH2 3.1 block -7, hERG WT inh 9, TSHR antagonist -3, ELG1 DNA repair -18%, AT treatment -4%, TCR act -1%, Mito fusion yeast 4%, Eya2 phos inh 2% and TRPV1 ag 0.
`COc1ccc(NS(=O)(=O)c2cccc(-c3n[nH]c(=S)n3Cc3ccccc3)c2)cc1` gave USP2a inh 1%, KCNH2 3.1 block -13, hERG WT inh -7, TSHR antagonist -16, ELG1 DNA repair -7%, AT treatment 6%, TCR act -8%, Mito fusion yeast 0%, Eya2 phos inh 9% and TRPV1 ag 1.
`O=C(CNS(=O)(=O)c1cccs1)NCc1ccc(F)cc1` gave USP2a inh 3%, KCNH2 3.1 block -1, hERG WT inh 13, TSHR antagonist 7, ELG1 DNA repair 3%, AT treatment -7%, TCR act -4%, Mito fusion yeast -4%, Eya2 phos inh -5% and TRPV1 ag 1.
`COC(=O)c1ccc(-n2c(C)cc(C(=O)COC(=O)CNS(=O)(=O)c3ccc(C)cc3)c2C)cc1` gave USP2a inh 0%, KCNH2 3.1 block -2, hERG WT inh 5, TSHR antagonist -1, ELG1 DNA repair 2%, AT treatment -13%, TCR act -6%[46.1 µM], Mito fusion yeast 16%, Eya2 phos inh -4% and TRPV1 ag 2.
For CC(SCc1ccccc1)C(=O)N/N=C/c1cc2c(cc1Br)OCO2 (centres undefined) the results were USP2a inh -2%, KCNH2 3.1 block 8, hERG WT inh 4, TSHR antagonist -8, ELG1 DNA repair 8%, AT treatment 4%, TCR act -25%, Mito fusion yeast 2%, Eya2 phos inh -2% and TRPV1 ag 6.
Screening COCc1ccc(CN2CCC(C(=O)Nc3cccc(-c4cccc(Cl)c4)c3)CC2)o1 returned USP2a inh 1%, KCNH2 3.1 block -81*, hERG WT inh -82*, TSHR antagonist 11, ELG1 DNA repair inconclusive, AT treatment 23%, TCR act 10%, Mito fusion yeast -11%, Eya2 phos inh -11% and TRPV1 ag 18.
For Cc1ccc(NC(=O)CN(C)C(=O)/C=C/c2cccs2)cc1 the results were USP2a inh -1%, KCNH2 3.1 block 17, hERG WT inh 4, TSHR antagonist 0, ELG1 DNA repair 26%, AT treatment -4%, TCR act 1%[46.1 µM], Mito fusion yeast -25%, Eya2 phos inh -13% and TRPV1 ag 4.
Screening O=c1[nH]c2cc3c(cc2cc1CN(Cc1ccco1)C(=S)NCCCN1CCOCC1)OCCO3 returned USP2a inh 1%, KCNH2 3.1 block 3, hERG WT inh 7, TSHR antagonist 7, ELG1 DNA repair -19%, AT treatment -3%[11.5 µM], TCR act 7%, Mito fusion yeast 7%, Eya2 phos inh -11% and TRPV1 ag 1.
Screening CNC(=S)NNC(=O)c1sccc1OCc1cccc(C(F)(F)F)c1 returned USP2a inh 1%, KCNH2 3.1 block -3, hERG WT inh 16, TSHR antagonist 2, ELG1 DNA repair inconclusive, AT treatment 0%, TCR act 1%, Mito fusion yeast 1%, Eya2 phos inh -9% and TRPV1 ag -8.
Cc1nn(CC(O)Cn2c3c(c4ccccc42)CCN(C)C3=O)c(C)c1Br (centres undefined) was read as USP2a inh 1%, KCNH2 3.1 block -2, hERG WT inh -20, TSHR antagonist 2, ELG1 DNA repair inconclusive, AT treatment 15%, TCR act 1%, Mito fusion yeast inconclusive, Eya2 phos inh -30% and TRPV1 ag 10.
For CC1=C(C(=O)N2CCOCC2)C(c2cccs2)NC(=O)N1 (centres undefined) the results were USP2a inh -1%, KCNH2 3.1 block 17, hERG WT inh -2, TSHR antagonist -1, ELG1 DNA repair -3%, AT treatment -2%, TCR act -4%, Mito fusion yeast -2%, Eya2 phos inh 1% and TRPV1 ag -3.
CC1CCc2c(nc3nc[nH]n3c2=O)C1 (centres undefined) was read as USP2a inh 6%, KCNH2 3.1 block 6, hERG WT inh -4, TSHR antagonist 6, ELG1 DNA repair inconclusive, TCR act -1%, Mito fusion yeast 1%, Eya2 phos inh -5% and TRPV1 ag 1.
Screening CN(C)C(CNC(=O)c1cccc(S(=O)(=O)NCc2ccccc2)c1)c1ccco1 (centres undefined) returned USP2a inh -1%, KCNH2 3.1 block -3, hERG WT inh 2, TSHR antagonist 6, ELG1 DNA repair 2%, AT treatment -12%, TCR act -14%, Mito fusion yeast -4%, Eya2 phos inh 7% and TRPV1 ag -2.
C/C=C/c1ccc(OCCCCN2CCN(CC)CC2)c(OC)c1 was read as USP2a inh 2%, KCNH2 3.1 block 5, TSHR antagonist 5, ELG1 DNA repair 10%, AT treatment 6%, TCR act 0%, Mito fusion yeast -8%, Eya2 phos inh 3% and TRPV1 ag 3.
For Cc1cccc(NCc2nc3ccccc3n2Cc2ccccc2)c1 the results were USP2a inh 1%, KCNH2 3.1 block -15, hERG WT inh 16, TSHR antagonist 1, ELG1 DNA repair inconclusive, AT treatment 13%, TCR act 0%, Mito fusion yeast 7%, Eya2 phos inh -7% and TRPV1 ag 12.

Assay outcomes (PubChem)

This is a subset; the hit share may differ from the screen's.
